15-hLO-2 inh: qHTS Assay for Inhibitors of 15-hLO-2 (15-human lipoxygenase 2). AID 881, 2007. Polyunsaturated fatty acid lipoxygenase ALOX15B (Homo sapiens), O15296. Potency, µM (series often up to 57.1 µM), inactives show top-dose activity change, negative = inhibition, most hits filed as inhibitors. purified 15hLO-2, xylenol orange hydroperoxide absorbance. 0.56% of 110,000 active; also: potency is read from the fitted curve at half-maximal effect; nearly all actives have a fitted effect of over 60% in size; many of its hits are not listed in these tables
Target sequence (O15296 whole entry, looked up): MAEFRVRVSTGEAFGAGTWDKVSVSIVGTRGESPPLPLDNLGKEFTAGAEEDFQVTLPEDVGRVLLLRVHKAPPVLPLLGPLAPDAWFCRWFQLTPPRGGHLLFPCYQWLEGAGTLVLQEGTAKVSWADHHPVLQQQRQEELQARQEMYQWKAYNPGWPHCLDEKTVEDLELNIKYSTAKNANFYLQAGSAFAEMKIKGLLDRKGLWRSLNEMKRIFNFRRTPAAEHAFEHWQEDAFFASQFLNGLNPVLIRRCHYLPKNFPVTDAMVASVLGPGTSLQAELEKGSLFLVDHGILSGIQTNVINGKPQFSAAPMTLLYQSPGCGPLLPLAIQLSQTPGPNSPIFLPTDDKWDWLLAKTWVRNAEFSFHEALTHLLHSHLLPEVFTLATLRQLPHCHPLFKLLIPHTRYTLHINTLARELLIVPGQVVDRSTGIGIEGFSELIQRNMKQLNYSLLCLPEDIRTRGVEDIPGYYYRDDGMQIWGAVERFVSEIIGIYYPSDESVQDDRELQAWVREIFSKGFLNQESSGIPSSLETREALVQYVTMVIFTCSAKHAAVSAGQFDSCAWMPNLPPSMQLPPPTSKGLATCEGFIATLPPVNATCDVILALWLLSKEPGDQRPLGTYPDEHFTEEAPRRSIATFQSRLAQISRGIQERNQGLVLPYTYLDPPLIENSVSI
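Purified human 15hLO-2 (50 nM) preincubated 15 min with compound, then 45 uM arachidonic acid for 90 min at RT in 25 mM Hepes pH 7.5, 0.01% Triton X-100. Hydroperoxide detected by Fe-xylenol orange; 573/405 nm absorbance ratio.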
IMPase cell inh: qHTS Assay for Identifying the Cell-Membrane Permeable IMPase Inhibitors; inhibition (IP1 accumulation), % at 46.1 µM; Inositol monophosphatase 1 (Rattus norvegicus), P97697; CHO-M1 cells, IP1 accumulation, HTRF TR-FRET ratio; AID 901, 2007; 120,000 tested, under 10 active; active = well fitted curve in the direction sought with a large enough effect in the signal ratio, not every such curve was filed as active; inconclusive = small, poorly fitted or top-dose-only effect, or a change in a side signal; inactive = no such curve, though single readings can be large or run the other way; the % refers to the signal ratio;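 also: cells stimulated with carbachol in lithium chloride buffer; plate controls were DMSO basal wells for no effect and reference inhibitor wells for full effect; higher means more IMPase inhibition seen as more IP1 and lower FRET ratio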
Target sequence (P97697 whole entry, looked up): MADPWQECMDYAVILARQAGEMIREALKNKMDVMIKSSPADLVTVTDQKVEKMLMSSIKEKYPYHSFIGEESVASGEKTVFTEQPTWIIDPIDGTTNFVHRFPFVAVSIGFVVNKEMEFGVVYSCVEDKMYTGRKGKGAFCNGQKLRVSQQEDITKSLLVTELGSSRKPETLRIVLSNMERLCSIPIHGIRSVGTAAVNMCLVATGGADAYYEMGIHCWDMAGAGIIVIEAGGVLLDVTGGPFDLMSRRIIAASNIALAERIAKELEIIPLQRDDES
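Carbachol-driven Gq signalling in CHO-M1 cells (2000/well) generates IP1. Compounds that block IMPase raise IP1 and so reduce the FRET signal from Eu-anti-IP1 and d2-IP1 after a 10 min room-temperature lysis.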
PNC assembly inh: High Content Assay for Compounds that inhibit the Assembly of the Perinucleolar Compartment; PC3M PTB-GFP, PNC prevalence imaging, 16 h; hits give low values; activity change (PNC), negative = inhibition, % at 10 µM; 3.1% of 140,000 active; AID 2417, 2010;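 active = readout at or below -70, meaning at least 70% loss of cells showing the perinucleolar compartment, a nuclear body marking cancer cells; inconclusive = readout between -30 and a set limit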;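 also: plate controls were DMSO wells for no effect and camptothecin positive control wells for full effect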
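Read-out is percentage of cells bearing a perinucleolar compartment, from automated 20x imaging of fixed, Hoechst-stained PC3M PTB-GFP cells. Cells were seeded 4 h, then exposed 16 h to compound (23 nl of library stock) in duplicate plates.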
ALOX12 inhib: qHTS Assay for Inhibitors of 12-hLO (12-human lipoxygenase) | Polyunsaturated fatty acid lipoxygenase ALOX12 (Homo sapiens), P18054 | purified 12-hLO, xylenol orange hydroperoxide absorbance | Potency, µM (series often up to 57.1 µM), for the others: top-dose activity change, negative = inhibition, usual class: inhibitors | 0.12% of 150,000 active; also: potency is read from the fitted curve at half-maximal effect; nearly all actives have a fitted effect of over 55% in size; many of its hits are not listed in these tables
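Lipoxygenase turnover measured by absorbance at 573 and 405 nm after Fe-XO development. Human 12hLO 150 nM, arachidonate 40 uM, pH 7.0 Hepes buffer with detergent; 15 min compound preincubation, 30 min reaction.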
An asterisk follows results filed as active; ? = inconclusive; . = no result given; [ ] = another dose, or the depositor's remark. Unless noted, calls follow the shape of the dose curve; as a rule, active = well fitted curve in the direction sought with a large enough effect; inconclusive = small, poorly fitted or top-dose-only effect, or another doubt; inactive = no such curve, though single readings can be large; an effect the other way counts as inactive or inconclusive. Unless noted, % is scaled to controls: 0 for no effect and ±100 for the full control effect.

SMILES	15-hLO-2 inh	IMPase cell inh	PNC assembly inh	ALOX12 inhib
CC(=O)c1ccc(OCC(O)CN2CCC(C)CC2)cc1 (stereo unspecified)	5%	2	-23	6%
Cc1nc(NCCNC(=O)c2ccco2)c2c(C)c(C)sc2n1	0%	1	14	-2%
Cc1cccc(NC(=S)NC2CC3CCCC(C2)N3Cc2cccs2)c1 (stereo unspecified)	1%	7	6	1%
Cc1ccc(-c2ccc(=O)n(CCC(=O)NCCN3CCCCC3C)n2)cc1 (stereo unspecified)	7%	-3	-16	-1%
CCN(CC)S(=O)(=O)c1ccc(O)c(C(=O)OCC(=O)N(C)Cc2ccccc2)c1	2%	2	12	-9%
COC(=O)c1ccc(C(/C=C/[C@@H](C)C(=O)NCCN2CCCC2)NC(=O)OCc2ccccc2)cc1 (stereo partly specified)	1%	.	.	-3%
COc1ccc(S(=O)(=O)N2CCCN(CC(=O)Nc3ccc4c(c3)OCO4)CC2)cc1	20%	1	47	-4%
NC1=C(c2ccc(F)cc2)C(=O)CS1	-17%	-8	?	-16%
COc1ccc(S(=O)(=O)N2CCN(C3Cc4ccccc4C3)CC2)cc1	.	.	?	0%
Oc1ccc2ccccc2c1/C=N/c1nccs1	-30%	1	37	-5%
O=C(Nc1ncc(Cc2ccccc2Cl)s1)C1CCCO1 (stereo unspecified)	.	-3	-8	-9%
CC(=O)N[C@@H](Cc1ccc(O)cc1)C(=O)O	-1%[0.0915 µM]	.	.	-5%[0.00818 µM]
O=C(CN1CCNCC1)Nc1ccc(Oc2ccccc2)cc1	43%[activator]	0	-16	-3%
COc1ccccc1N1CCN(C(=O)CSc2ccccc2)CC1	-9%	-5	?	2%
COCCNC(=O)c1ccc(C(=O)C(=O)c2ccccc2)cc1	.	.	24	-1%
CCOC(=O)N1CCC(NC(=O)CNS(=O)(=O)c2ccc(Br)s2)CC1	1%	?	-26	-6%
Brc1ccc(Oc2nsnc2N2CCOCC2)cc1	6%	2	10	-5%
Cc1ccc2c(c1)NC(=O)C(CC(=O)NCCCN1CCc3ccccc3C1)O2 (stereo unspecified)	13%	14	-19	-8%
COc1ccc(NC(=O)Cn2c(C)cc(=O)c3ccccc32)cc1	.	.	53	-1%
COc1ccc(-c2nc(NC(=O)c3ccc(OCC(=O)Nc4ccc(F)cc4)c(OC)c3)sc2C)cc1	.	.	-21	-3%
COc1ccc(-c2nnc(SCC(N)=O)n2N)cc1	8%	6	31	0%
CCOc1ccc(Nc2nc(CC(=O)OC)cc(=O)[nH]2)cc1	-3%	5	33	4%
O=C(CCN1CCCCC1)N1CCc2c([nH]c3ccccc23)[C@H]1c1cccnc1	9%[11.4 µM]	.	.	4%[11.4 µM]
COc1ccc(-c2nc3c(c(SCC(=O)N4CCOCC4)n2)COC(C)(C)C3)cc1	4%	0	18	-5%
CN(C(=O)Nc1ccc(Cl)cc1Cl)[C@H]1c2cc(Br)ccc2OC[C@H]1CO	12%[11.4 µM]	8[1.84 µM]	3	-12%

Rewritten as labelled records: entries from further up.
> O=C(Nc1ncc(Cc2ccccc2Cl)s1)C1CCCO1 (stereo unspecified)
  15-hLO-2 inh: .; IMPase cell inh: -3; PNC assembly inh: -8; ALOX12 inhib: -9%

> O=C(CN1CCNCC1)Nc1ccc(Oc2ccccc2)cc1
  15-hLO-2 inh: 43%[activator]; IMPase cell inh: 0; PNC assembly inh: -16; ALOX12 inhib: -3%

> Oc1ccc2ccccc2c1/C=N/c1nccs1
  15-hLO-2 inh: -30%; IMPase cell inh: 1; PNC assembly inh: 37; ALOX12 inhib: -5%

> CC(=O)N[C@@H](Cc1ccc(O)cc1)C(=O)O
  15-hLO-2 inh: -1%[0.0915 µM]; IMPase cell inh: .; PNC assembly inh: .; ALOX12 inhib: -5%[0.00818 µM]

(more compounds)
SMILES	15-hLO-2 inh	IMPase cell inh	PNC assembly inh	ALOX12 inhib
Cc1ccc(C)c(C(=O)CC2(O)C(=O)Nc3ccccc32)c1 (stereo unspecified)	6%	-2	37	-12%
CS(=O)(=O)N(CC(=O)N1CCCC1)c1ccc(OCc2ccccc2)cc1	3%	16	15	8%
O=C(NCCC1=CCCCC1)c1ccc(CN2CCOCC2)cc1	.	6	21	2%
C=C(C)CC1(NC(C)c2ccccc2)CCCCC1 (stereo unspecified)	.	.	-109*	-1%
c1cncc(-c2nc(Oc3ccc(-c4nnco4)cc3)c3c4c(sc3n2)CCCC4)c1	14%	-1	-18	0%
O=C(CN1C(=O)c2ccccc2C1=O)Nc1ccccc1C(=O)NC1CCCCC1	-5%	3	-2	3%
Cn1nc(-c2ccc(Cl)cc2)c2cc(C(=O)NCCCN3CCCC3)sc21	35%[activator]	2	-5	2%
Cc1ccc2c(c1)C1C=CCC1C(C(=O)O)N2 (stereo unspecified)	.	.	36	-3%
Cc1ccc(-c2nnn(CC(=O)N3CCCc4ccccc43)n2)cc1	1%	0	0	-1%
Nc1nc2n(n1)C(c1ccco1)CC(c1ccc(Cl)c(Cl)c1)N2 (stereo unspecified)	35%[activator]	2	5	-12%
Clc1ccccc1Cn1nnc2c(NCCN3CCOCC3)ncnc21	8%	12	48	9%
O=C(Cc1ccc(Cl)cc1)Nc1ccccc1N1CCOCC1	-1%	7	70	1%
Cc1ccc(S(=O)(=O)/N=C(/NC(=S)Nc2ccccc2)c2ccccc2)cc1	?	6	-5	-5%
O=C(Nc1nnc(SCc2ccc(Cl)cc2)s1)c1cnccn1	.	.	9	-4%
CCCCOC(=O)/C(=C\c1ccc([N+](=O)[O-])o1)NC(=O)c1ccccc1	.	-9	108	-2%
O=S(=O)(NCC(c1ccco1)N1CCN(c2ccc(F)cc2)CC1)c1ccc2c(c1)OCCO2 (stereo unspecified)	.	.	16	-1%
CS(=O)(=O)Nc1cccc(-c2nc(Nc3ccccc3)c3ccccc3n2)c1	-3%	.	.	1%
Cc1cc(S(=O)(=O)Nc2cccc(O)c2)c(C)s1	-3%	-2	19	-1%
CCOC(=O)CC1ON(C)C(=O)N1c1ccc(Cl)cc1Cl (stereo unspecified)	12%	26	19	-15%
C=CCN(C)NC(=S)Nc1ccccc1	.	.	24	0%
CC(=O)c1cc2c(cc1NC(=O)CN1CCCCCCC1)OCO2	-2%	9	18	-9%
Cc1nnc(SCC(=O)Nc2ccc3c(c2)OCCO3)n1N	1%	?	?	-2%
CCSc1nnc(NC(=O)c2c(-c3ccccc3Cl)noc2C)s1	-15%	2	-16	5%
O=C(NCCc1ccccc1)c1ccc(NC2=NC3CS(=O)(=O)CC3S2)cc1 (stereo unspecified)	-1%	-4	-25	-4%
CN[C@@H]1[C@H](O[C@@H]2O[C@H](C)[C@@](O)(CO)[C@H]2O[C@H]2[C@H](O)[C@H](O)[C@H](N=C(N)N)[C@@H](O)[C@@H]2N=C(N)N)O[C@@H](CO)[C@H](O)[C@H]1O	-4%[0.0915 µM]	.	.	-1%[0.00818 µM]

Random excerpt: 2 entries already listed, in no set order.
SMILES	15-hLO-2 inh	IMPase cell inh	PNC assembly inh	ALOX12 inhib
O=C(Cc1ccc(Cl)cc1)Nc1ccccc1N1CCOCC1	-1%	7	70	1%
Brc1ccc(Oc2nsnc2N2CCOCC2)cc1	6%	2	10	-5%

Returning to the listing; the 6 compounds before the break are reprinted first.
SMILES	15-hLO-2 inh	IMPase cell inh	PNC assembly inh	ALOX12 inhib
C=CCN(C)NC(=S)Nc1ccccc1	.	.	24	0%
CC(=O)c1cc2c(cc1NC(=O)CN1CCCCCCC1)OCO2	-2%	9	18	-9%
Cc1nnc(SCC(=O)Nc2ccc3c(c2)OCCO3)n1N	1%	?	?	-2%
CCSc1nnc(NC(=O)c2c(-c3ccccc3Cl)noc2C)s1	-15%	2	-16	5%
O=C(NCCc1ccccc1)c1ccc(NC2=NC3CS(=O)(=O)CC3S2)cc1 (stereo unspecified)	-1%	-4	-25	-4%
CN[C@@H]1[C@H](O[C@@H]2O[C@H](C)[C@@](O)(CO)[C@H]2O[C@H]2[C@H](O)[C@H](O)[C@H](N=C(N)N)[C@@H](O)[C@@H]2N=C(N)N)O[C@@H](CO)[C@H](O)[C@H]1O	-4%[0.0915 µM]	.	.	-1%[0.00818 µM]
Cc1nnc(SCCOC(N)=O)n1C	-2%	-17	27	0%
Cc1cccc(-n2ccnc2SCC(=O)N2CCCc3ccccc32)c1C	.	-1	9	-3%
Cc1cc(C)c(C#N)c(SCC(=O)NC2CC2)n1	-1%	2	?	-3%
COc1cc(OC)cc(-c2nnc(SCC(=O)N3CCOCC3)o2)c1	-9%	-3	-2	0%
CCC(=O)N1CCNC(=O)C1CC(=O)Nc1ccc(C)c(Cl)c1 (stereo unspecified)	-2%	8	-20	-4%
CC1CCC(NC(=O)c2ccc(N3CCCC3=O)cc2)CC1 (stereo unspecified)	-7%	3	-22	-2%
Cc1sc2nc(-c3ccncc3)[nH]c(=O)c2c1-c1ccccc1	.	.	23	-1%
COC(=O)c1sc2nc(-c3ccccc3)nc(N3CCN(C)CC3)c2c1C	0%	4	?	6%
O=C(NCCCN1CCOCC1)c1ccc(Br)cc1	4%	9	-27	5%
N#C/C(=C(/O)CN1CCCCC1)c1nc(-c2ccc(Cl)cc2)cs1	-16%	-3	?	-3%
O=[N+]([O-])c1c(NCCCO)cc(Sc2ccc(Cl)cc2)c2nonc12	.	-7	?	4%
COC(=O)[C@@]1(Cc2ccccc2)C=C[C@@H](C)N1C(=O)c1ccccc1	13%	.	.	-1%
CCOc1ccc2nc(NC(=O)CN3CCN(C)CC3)sc2c1	27%	1	-18	0%
Cc1ccc(-n2c(O)c(C=NCc3ccccn3)c3ccccc3c2=O)cc1C	.	.	27	-1%
COCCOC(=O)C1=C(C)N(c2ccccc2)C(=O)NC1c1cccc([N+](=O)[O-])c1 (stereo unspecified)	.	4	-10	1%
Cc1ccc(S(=O)(=O)NCCC(=O)NCc2ccccc2)cc1	0%	2	22	3%
CC(=O)NCCn1c(SCc2ccccc2C)nc2ccccc2c1=O	4%	-3	16	3%
CCOC(=O)N1CCN(C(=O)CSc2nnc(-c3ccccc3OC)o2)CC1	-4%	-4	21	2%
CCn1c(SCC(=O)c2[nH]c(C)c(C(C)=O)c2C)nnc1-c1cccs1	4%	-1	24	-7%
O=S(=O)(Nc1ccc2c(c1)nc1n2CCN(Cc2ccccc2)C1)c1ccccc1	.	2	?	-7%
COc1ccc(CC(=S)N2CCOCC2)cc1	1%[11.4 µM]	9[1.84 µM]	?	2%
O=c1onc(-c2cccs2)n1Cc1ccccc1	-5%	-6	52	-2%
CCn1nc(C(=O)O)c(=O)c2cc3c(cc21)OCO3	-13%	7	56	-4%
Cc1ccc(NC(=O)CN(C)Cc2ccc(F)cc2)c([N+](=O)[O-])c1	.	5	?	-11%
Cc1cc(C(F)(F)F)nc(NCc2ccc(F)cc2)n1	6%	14	?	-9%
Cc1ccccc1-n1c(SCC(=O)N2CCOCC2)nc(O)cc1=O	1%	21	17	-1%

As entered above.
CC(=O)NCCn1c(SCc2ccccc2C)nc2ccccc2c1=O in IMPase cell inh reads -3
COc1ccc(S(=O)(=O)N2CCCN(CC(=O)Nc3ccc4c(c3)OCO4)CC2)cc1 in PNC assembly inh reads 47
COCCOC(=O)C1=C(C)N(c2ccccc2)C(=O)NC1c1cccc([N+](=O)[O-])c1 (stereo unspecified) in PNC assembly inh reads -10
COc1ccccc1N1CCN(C(=O)CSc2ccccc2)CC1 in ALOX12 inhib reads 2%
Cc1ccc2c(c1)C1C=CCC1C(C(=O)O)N2 (stereo unspecified) in ALOX12 inhib reads -3%
